Screening results deposited in PubChem by several laboratories.
TRPM1 prom inh = inhibitors of MITF-dependent TRPM1 promoter reporter, primary screen, cell-based, SK-MEL-5, single point, luciferase; SK-MEL-5 TRPM1 promoter luciferase, 24 h; hit rate 0.83% among 330,000; AID 488899, 2010; inhibition, % at 12.5 µM;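 active means mean inhibition across replicates of 60% or more, whatever share of single replicates reaches that level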; further: values of inactives mirror those of a sister screen read the other way
CaV13 FRET inh = Disruptors of the CACNA1D IQ motif to Ca2+-dependent inactivation inhibitor domain association, primary screening, Förster resonance energy transfer in intact living … | inhibition, % at 12.3 µM | hit rate 0.098% among 340,000 | HEK cells, CFP/YFP FRET ICDI-IQ, plate reader, 10 min; percent FRET-ratio fall versus neutral wells;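 active means mean replicate inhibition of at least 30% and at least 1% of replicates passing that level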;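 further: 0% = median of the neutral control wells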
CF NFkB inh = inhibitors of PAF-induced NF-kB signaling, primary screen, cell-based, GFP fluorescence, uHTS. KKLEB NF-kB-GFP reporter, GFP fluorescence overnight. inhibition, % at 5 µM. hit rate 0.86% among 360,000. AID 588850, 2011;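 active means at least 50% inhibition at 5 µM, scaled per plate between neutral and stimulator controls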;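 further: PAF is a Pseudomonas aeruginosa culture filtrate used as stimulus; plate controls were PAF-stimulated DMSO wells for no effect and unstimulated DMSO wells for full effect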
PDI turbidity = inhibitors of human PDI, primary screen, biochemical, turbidity, single point, plate reader | inhibition, % at 10 µM | AID 588391, 2011 | PDI insulin aggregation turbidity, A650, 90 min | hit rate 0.052% among 350,000 | Protein disulfide-isomerase (Homo sapiens), P07237;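 active means mean inhibition across replicates of 30% or more, whatever share of single replicates reach that level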;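 further: absorbance from insulin aggregation driven by PDI reduction with DTT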
Target sequence (P07237 whole entry, looked up): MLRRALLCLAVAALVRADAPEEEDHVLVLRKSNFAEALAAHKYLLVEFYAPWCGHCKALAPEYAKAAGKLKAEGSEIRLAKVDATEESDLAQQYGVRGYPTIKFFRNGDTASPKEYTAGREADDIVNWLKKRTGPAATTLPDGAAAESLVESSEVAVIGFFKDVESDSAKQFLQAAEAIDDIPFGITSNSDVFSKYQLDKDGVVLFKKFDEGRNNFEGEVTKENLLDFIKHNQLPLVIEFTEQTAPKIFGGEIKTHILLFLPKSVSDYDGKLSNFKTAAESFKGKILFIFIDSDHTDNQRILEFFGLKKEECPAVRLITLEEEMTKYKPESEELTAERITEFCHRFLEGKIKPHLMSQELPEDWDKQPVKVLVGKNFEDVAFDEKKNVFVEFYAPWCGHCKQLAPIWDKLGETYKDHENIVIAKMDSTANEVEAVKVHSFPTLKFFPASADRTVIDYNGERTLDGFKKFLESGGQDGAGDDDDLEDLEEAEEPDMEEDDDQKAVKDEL
HIF-2a inh = HIF-2a reporter inhibitors, primary screen, luminescence, 786-0 RCC cells; 786-0 RCC cells HIF-2a reporter, luciferase luminescence, overnight; inhibition, % at 18.8 µM; hit rate 0.72% among 360,000;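 active means inhibition of the luminescence signal of 40% or more relative to plate controls, in a single-dose primary screen at 18.75 µM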
NR2E3 ag-1 = NR2E3 agonists in two-hybrid cells, primary screen, cell-based, luminescence, CHO-S, Gal4-NCOR/VP16-NR2E3 | Photoreceptor-specific nuclear receptor (Homo sapiens), Q9Y5X4 | luciferase | inhibition of corepressor binding, % at 3.98 µM | hit rate 0.35% among 360,000 | AID 602229, 2012;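 active means inhibition above the mean of all tested compounds plus 3 SD, cut at about 70% in these data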;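 further: 0% = DMSO with NR2E3 transfected cells and 100% = cells lacking NR2E3 construct; higher means lower luciferase signal from less NR2E3 corepressor binding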
Target sequence (Q9Y5X4 whole entry, looked up, the tested form may be a part): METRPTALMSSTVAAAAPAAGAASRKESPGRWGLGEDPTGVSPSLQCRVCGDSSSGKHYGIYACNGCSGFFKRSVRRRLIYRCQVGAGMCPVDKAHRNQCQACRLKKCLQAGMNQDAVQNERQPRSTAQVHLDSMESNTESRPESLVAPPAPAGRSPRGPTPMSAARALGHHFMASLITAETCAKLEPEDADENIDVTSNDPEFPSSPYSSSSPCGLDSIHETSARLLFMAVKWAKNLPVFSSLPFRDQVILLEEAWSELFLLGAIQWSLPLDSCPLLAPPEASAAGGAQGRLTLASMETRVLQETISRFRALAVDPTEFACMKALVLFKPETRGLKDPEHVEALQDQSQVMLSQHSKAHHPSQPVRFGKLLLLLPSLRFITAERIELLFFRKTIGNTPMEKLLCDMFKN
Shn3 inh set2 = reduction of Shn3 3'UTR firefly luciferase signal, primary screen, Schnurri-3 inhibitor project, cell-based, Clone20 osteoblasts, set 2. Clone20 osteoblast Shn3 3'UTR firefly luciferase, 24 h. inhibition, % at 12.5 µM. hit rate 0.52% among 360,000. AID 588674, 2011;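 active means mean inhibition of at least 75% with every replicate also reaching 75%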;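 further: 0% = median of neutral control wells and 100% = pilot-screen positive control compound; some compounds past the cut are filed as inactive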
Vif inh = HIV Vif self-association inhibitors, primary screen, imaging, HEK293T, single point; HEK293T cells, Vif self-association by quenched fluorescence, 24 h; inhibition, % at 7.49 µM; hit rate 0.35% among 340,000; in the data active means inhibition above about 50%, passing the limit was not always enough; further: some results filed as inactive read as strong as hits
KKLEB tox = cytotoxicity in KKLEB CF airway cells, primary screen, cytotoxicity control for CF NF-kB inhibitor project, cell-based, uHTS, fluorescence assay plates | KKLEB CF airway cells viability, ATPlite luminescence, overnight; active compounds read low; cells stimulated with P. aeruginosa culture filtrate | activity change (cytotoxicity), % at 5 µM | hit rate 0.36% among 360,000 | AID 602141, 2011;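 active means corrected activity change at or below -50% at 5 µM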
Peg3 promoter = Peg3 promoter-driven luciferase inhibitors, primary screen, cell-based, HeLa, luciferase luminescence | inhibition, % at 20 µM | HeLa PEG-Prom luciferase reporter, overnight | hit rate 1.7% among 360,000 | AID 588405, 2011;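 active means inhibition of at least 50% at 20 µM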
NR2E3 ag-2 = inhibitors of NR2E3-RetCOR corepressor binding, primary screen, NR2E3 agonist project, biochemical, TR-FRET, GST-NR2E3, biotin-RetCOR; inhibition of corepressor binding, % at 4.78 µM; hit rate 0.12% among 320,000; 1536-well; Photoreceptor-specific nuclear receptor (Homo sapiens), Q9Y5X4; AID 2300, 2010;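 active means percent inhibition above the cutoff of mean plus 3 SD of all tested compounds, set per screening campaign, cut at about 20% in these data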;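 further: 0% = DMSO wells and 100% = biotin wells as full block of FRET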
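Test system: GST-NR2E3 and biotin-RetCOR proteins | Quantity: 1.35 nM GST-tagged NR2E3 final | Medium: Tris pH 7.5 | Also added: 7 nM biotin-RetCOR | Dosing: Compound at 4.8 µM, single dose | Timing: 5 h at 4 °C | Detection: Time-resolved FRET | Read-out basis: Percent inhibition | Benchmarks: Biotin wells as high control, 0.6% DMSO wells as low control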
An asterisk follows results filed as active; x = no result given.

SMILES	TRPM1 prom inh	CaV13 FRET inh	CF NFkB inh	PDI turbidity	HIF-2a inh	NR2E3 ag-1	Shn3 inh set2	Vif inh	KKLEB tox	Peg3 promoter	NR2E3 ag-2
CCCc1nnc(NC(=O)CCC(=O)NC2CCCC2)s1	4	-2	1	-16	9	-5	0	4	13	3	-1
Cc1cc(NC(=O)c2ccc(Cl)c(S(=O)(=O)N3CCOCC3)c2)no1	3	-6	-20	4	15	-31	1	-1	11	-1	6
Cn1cnc([N+](=O)[O-])c1SCCO	10	-3	11	-5	14	-2	-4	2	-8	-3	0
O=C(c1ccc(S(=O)(=O)Nc2ccccc2Cl)cc1)N1CCCC1	1	-2	-11	9	5	-35	-17	1	11	11	x
CCOc1ncccc1C(=O)Nc1ccc(Cl)c(S(=O)(=O)N2CCCC2)c1	9	-3	-5	2	-7	23	39	-7	1	20	-1
CC(NC(=O)c1ccco1)C1COc2ccccc2O1 (stereo not drawn)	4	-5	5	11	2	-7	-30	-14	-21	23	1
Cn1c(=O)c2c(nc(CN3CCN(C(=O)c4ccco4)CC3)n2CC(=O)C(C)(C)C)n(C)c1=O	-6	-2	6	-31	5	11	-4	-11	-4	3	1
COc1ccc(/C=C/C(=O)NC(CCSC)C(=O)O)cc1 (stereo not drawn)	-3	-3	0	-3	12	-4	4	-3	-7	-12	-4
CCn1cc(C2N3CC4(C)CN2CC(C)(C3)C4=O)c2ccccc21 (stereo not drawn)	4	-7	-24	x	-4	-11	12	-6	8	5	-3
Cc1ccccc1NC(=O)CCN1CCCC1	10	6	8	14	12	-15	11	1	14	3	2
COc1cc2ccccc2ccc1=NO	9	-11	79*	-1	5	3	8	1	-12	-30	x
O=C(O)c1cccc(NC(=O)c2cn(-c3ccccc3)nc2-c2ccc(F)cc2)c1	-4	-4	5	2	-37	-16	-11	-12	1	-35	-1
N#Cc1ccc(COn2nnc3ccccc32)cc1	-40	-5	-34	0	-122	-7	-32	-12	10	-83	2
Cc1ccc(Nc2nc3c([nH]2)c(=O)n(C)c(=O)n3C)cc1	-19	x	9	3	-49	2	7	0	8	-27	-5
COc1ccccc1CC(=O)N(CCC1=CCCCC1)c1c(N)n(Cc2ccccc2)c(=O)[nH]c1=O	0	-5	5	-6	21	-13	-1	5	-8	11	-1
Cc1cccc(Nc2cc(=O)n(C)c(=O)[nH]2)c1	-6	-21	1	-4	22	-22	-1	8	-1	12	3
CCOc1ccc(S(=O)(=O)N2CCCCC2)cc1NC(=O)Cc1ccsc1	x	-2	-10	-8	6	-7	7	4	5	4	1
Clc1ccccc1CSc1nnc(-c2ccncc2)o1	-88	-3	15	-4	-150	-78	-28	4	16	-208	2
COc1ccc(C(CC(=O)N2CCCC2)c2c(O)cc(OC)cc2OC)cc1 (stereo not drawn)	2	-9	-3	-42	-1	-17	-3	-3	5	-10	-3
CCC(C)NC(=O)C1CCC(=O)N(c2cc(OC)c(OC)c(OC)c2)C1c1ccc(OC)cc1 (stereo not drawn)	-8	-5	-2	2	6	5	8	24	-3	-11	5
CC(C(=O)O)c1cccc(Oc2ccccc2)c1 (stereo not drawn)	-2	-5	-13	-11	-1	-8	-11	-1	1	4	x
CCCn1cnc2cc(NCc3ccccn3)ccc21	x	-6	-8	-3	-98	-71	16	-9	15	-175	1
c1coc(CNC2C3CC4CC(C3)CC2C4)c1 (stereo not drawn)	-12	x	3	6	20	24	6	-1	4	9	3
COC(=O)CCCCC1SCC(NC(=O)c2ccccc2)C1=O (stereo not drawn)	4	-4	7	2	16	-3	-2	-2	0	-2	4
CCN1CCN(c2sc(S(C)(=O)=O)nc2S(=O)(=O)c2ccc(C)cc2)CC1	31	-3	27	-4	11	-24	-4	9	-15	18	-2

Among those listed so far, 2 contain an aryl thioether with sulfur outside any ring:
SMILES	TRPM1 prom inh	CaV13 FRET inh	CF NFkB inh	PDI turbidity	HIF-2a inh	NR2E3 ag-1	Shn3 inh set2	Vif inh	KKLEB tox	Peg3 promoter	NR2E3 ag-2
Cn1cnc([N+](=O)[O-])c1SCCO	10	-3	11	-5	14	-2	-4	2	-8	-3	0
Clc1ccccc1CSc1nnc(-c2ccncc2)o1	-88	-3	15	-4	-150	-78	-28	4	16	-208	2

The list continues.
SMILES	TRPM1 prom inh	CaV13 FRET inh	CF NFkB inh	PDI turbidity	HIF-2a inh	NR2E3 ag-1	Shn3 inh set2	Vif inh	KKLEB tox	Peg3 promoter	NR2E3 ag-2
O=C(NCc1ccc2c(c1)OCO2)NC1CCCCC1	-22	-6	12	0	-131	3	-17	4	4	-85	4
CC(N=C1NS(=O)(=O)c2ccccc21)C(=O)NCCCc1ccccc1 (stereo not drawn)	4	2	-8	-3	4	-11	6	13	15	12	-2
CCS(=O)(=O)Nc1cccc(C2=NN(S(=O)(=O)c3ccc(C)cc3)C(c3cccs3)C2)c1 (stereo not drawn)	-4	-2	-16	-10	8	-16	-15	0	-2	28	2
Cc1c(Cl)cccc1NC(=O)C1Cc2ccccc2CN1C(=O)c1ccccc1 (stereo not drawn)	8	-14	3	1	-10	-21	-2	-1	1	-16	0
Cc1cccc(OCC(=O)Nc2sc3c(c2C#N)CCC3)c1	-74	-8	-26	-2	-317	7	-36	0	0	-198	0
O=C(COc1cccc2ccccc12)N1CCN(c2ccccc2)CC1	-12	0	5	1	-6	5	4	-1	1	7	1
Cc1nnc(NC(=O)C2CCCN(c3ncccn3)C2)s1 (stereo not drawn)	3	-9	-6	-6	10	-6	2	x	4	-4	3
O=C(O)C1C2CCC(O2)C1C(=O)NCc1ccncc1 (stereo not drawn)	14	x	8	-2	7	-11	5	10	-13	14	2
CC(=O)c1ccc(NC(=O)CSc2nnc(Cn3c(=O)sc4ccccc43)n2C)cc1	6	-3	-18	x	-2	-17	-9	7	-5	-9	5
O=C(CC(=O)c1ccccc1)Nc1ccccc1	-67	2	-5	0	-253	-97	-66	-3	10	-210	-4
Cn1cccc1C(=O)NC(=O)COC(=O)C12CC3CC(CC(O)(C3)C1)C2	-10	x	4	-1	-92	-28	-26	x	-10	-102	2
O=C(NC(=S)NCc1ccccc1)c1cccnc1	12	-4	4	-6	-6	-1	69	6	-10	8	0
CC(=O)NCCC(=O)Nc1sc2c(c1-c1nc3ccccc3[nH]1)CCCC2	-11	x	-18	-10	-38	-35	3	3	4	-30	4
Cc1coc2cc3oc(=O)ccc3cc12	-31	-4	7	5	-20	-21	5	2	-6	-44	-2
CCC1CCCCN1C(=S)NC(=O)c1ccc([N+](=O)[O-])cc1 (stereo not drawn)	0	-6	14	1	29	7	7	-12	-13	11	0
O=C(OC(C(=O)c1c[nH]c2ccccc12)c1ccccc1)c1cnccn1 (stereo not drawn)	1	x	-2	-6	12	8	-7	0	9	17	-4
CCN(CC(=O)NCc1cccs1)C(=O)c1ccccc1F	-3	-5	-4	2	-11	-8	5	1	-7	1	12
NS(=O)(=O)c1cccc(NC(=O)CSc2n[nH]c(-c3ccccc3Br)n2)c1	-4	-2	4	8	16	-14	15	-7	9	11	x
COc1ccc2[nH]cc(C(=O)CN3CCCC(C)C3)c2c1 (stereo not drawn)	-5	-5	19	-8	-13	-2	1	-7	-22	-3	1
CC(C)[C@H](NS(=O)(=O)c1ccccc1)C(=O)OCC(=O)NC(=O)c1cccn1C	1	x	0	10	19	-27	-10	-10	-6	-1	-1
CC(=O)Nc1sc(C)c(C)c1C(=O)OCC(=O)N(CC(C)C)c1c(N)n(Cc2ccccc2)c(=O)[nH]c1=O	103*	-16	83*	-8	18	11	66	-4	-96*	101*	-1
CCOc1ccc(CN2CCN(Cc3cc4ccccc4o3)CC2CCO)cc1 (stereo not drawn)	10	-20	5	2	15	29	15	-10	2	-5	9
O=C(Nc1c(-c2ccccc2)nc2ccccn12)c1ccccc1	6	24	-2	-1	13	-9	-6	-3	4	-9	1
CCOC(=O)c1c(-c2ccco2)csc1NC(=O)CSc1nnc(N)s1	6	-7	-2	8	9	-19	11	x	10	9	4
CCCOc1ccc(-c2nnn(CC(=O)N3CCC(C)CC3)n2)cc1	-2	x	4	8	-25	2	13	-7	-12	-40	5
SMILES	TRPM1 prom inh	CaV13 FRET inh	CF NFkB inh	PDI turbidity	HIF-2a inh	NR2E3 ag-1	Shn3 inh set2	Vif inh	KKLEB tox	Peg3 promoter	NR2E3 ag-2
C[C@H](OC(=O)n1ccnc1)[C@@H]1O[C@@]2(C)CCC[C@@H]1O2	-7	-5	-19	-1	-16	-9	-14	x	0	5	0
O=C(CNCc1cccs1)Nc1cc(S(=O)(=O)N2CCCC2)ccc1Cl	4	-10	5	0	11	6	16	12	8	11	1
CC(=O)c1ccc(N2CCN(C(=O)Cn3cnc(S(=O)(=O)N4CCCCC4)c3)CC2)cc1	-6	-6	10	-17	-11	0	-11	1	-5	-5	0
COc1ccc(NC(=O)CCN2CCCC(C)C2)cc1 (stereo not drawn)	0	x	2	16	14	-17	-7	9	3	4	-1
CCC(C)NC(=O)CNC(=S)N(CCCN1CCOCC1)Cc1cccs1 (stereo not drawn)	-2	-5	-3	16	17	-13	6	-1	1	16	0
O=C(O)c1cccc(S(=O)(=O)Nc2cccc3ccccc23)c1	11	-5	-8	-1	11	-9	-2	21	1	-11	3
CCn1ncc(/C=C/C(=O)NCc2cnn(C)c2C)c1C	2	-9	-2	-5	18	-16	-10	8	16	34	1
COc1cc(OC)cc(-c2c(-c3ccc(F)cc3)c3cc(-c4cccc5[nH]ccc45)ccc3n2C)c1	8	-5	4	6	-1	2	16	5	2	35	1
COc1cccc(C2C(C(C)=O)=C(O)C(=O)N2CCc2c[nH]c3ccccc23)c1 (stereo not drawn)	-5	-4	4	10	-32	-34	6	3	-10	-33	1
CNC(=O)c1ccc(OC2CSC2)cc1	-20	-3	2	10	-2	-8	8	-10	5	-5	2
CCCCCCc1ccc(N2C[C@H](CCCCC)[C@@H](CC(=O)NCc3ccccc3)C2=O)cc1	4	-10	28	5	10	-8	5	-3	-14	-3	-2
Cc1ccc2c(Cl)c(C(=O)NCC(c3ccco3)N3CCCC3)sc2c1 (stereo not drawn)	-60	-16	10	1	-153	-12	-14	-11	6	-91	-1
CC(C)[C@H](NC(=O)c1ccco1)C(=O)N(C)Cc1c(F)cccc1Cl	1	-3	10	0	6	-5	12	-8	5	-2	0
